From PubChem
SENP8 block-1: SENP8 protease inhibitors, primary screen, biochemical, luminescence | purified SENP8, Z-RLRGG-aminoluciferin cleavage | inhibition, % at 10 µM | 330,000 tested, 1.2% active | AID 2540, 2010; in the data active = inhibition above about 50%
HKDC1 inhibitor: HKDC1 hexokinase inhibitors, primary screen, biochemical, fluorescence, uHTS; AID 493160, 2011; Q2TB90; inhibition, % at 20 µM; recombinant HKDC1, G6PDH/diaphorase resazurin coupled fluorescence; 340,000 tested, 0.16% active;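 active = inhibition above about 35% when tested at 20 µM, limit read from the data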;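 note: plate controls were DMSO wells with enzyme for no effect and DMSO wells lacking enzyme for full effect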
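test system = in-house recombinant HK5 (HKDC1) enzyme | amount = HKDC1 at 5 µg/mL | control set = DMSO-enzyme wells negative, buffer-substituted wells positive | compound = one dose of 20 µM, 1% DMSO | schedule = reaction time 90 min, room temperature, protected from light | technique = resorufin fluorescence at 613 nm | reagent = glucose with 1 mM ATP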
SENP1 FRET inh: human SENP1 catalytic domain inhibitors, primary screen, biochemical, FRET, uHTS; Sentrin-specific protease 1 (Homo sapiens), Q9P0U3; recombinant SENP1 catalytic domain, CyPet-SUMO1-YPet FRET cleavage; inhibition, % at 10 µM; 360,000 tested, 0.21% active; AID 624204, 2012;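 active = inhibition at least 30% at 10 µM, raw YFP signal under a set limit, fluorescence ratio 0.5 to 1.5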;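 note: 0% = enzyme with DMSO and 100% = no enzyme wells; some results filed as inactive read as strong as hits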
Target sequence (Q9P0U3 419-644 limits assumed): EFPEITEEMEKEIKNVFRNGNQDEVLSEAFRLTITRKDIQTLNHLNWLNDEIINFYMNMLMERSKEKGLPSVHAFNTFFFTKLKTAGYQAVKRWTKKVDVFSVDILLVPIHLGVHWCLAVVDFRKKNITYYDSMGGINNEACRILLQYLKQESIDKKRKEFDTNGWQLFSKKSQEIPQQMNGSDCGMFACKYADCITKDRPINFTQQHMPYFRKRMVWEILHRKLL
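Test system: human SENP1 catalytic domain; medium: Tris pH 8 buffer plus EDTA, NaCl, BME, BSA, NP40, catalase; incubation: 50 min reaction at room temperature; technique: FRET, CFP and YFP emission; controls: no-enzyme low control and enzyme-plus-DMSO high control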
NLRP3 yeast inh: NALP3 inflammasome inhibitors in reconstituted yeast, primary screen, luminescence, uHTS | Yeast reconstituted NLRP3/ASC/caspase-1, beta-gal luminescence, 24 h | AID 2825, 2010 | inhibition, % at 10 µM | 330,000 tested, 0.39% active;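 active = inhibition of 50% or more; inactive = inhibition below 50%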;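 note: plate controls were induced DMSO wells for no effect and uninduced yeast grown without galactose for full effect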
PfG6PD inh: PfG6PD enzyme inhibitors, primary screen, biochemical, fluorescence intensity, uHTS; PfGluPho enzyme, NADPH resazurin-diaphorase fluorescence; 350,000 tested, 0.78% active; AID 504690, 2011; inhibition, % at 20 µM;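 active = inhibition reaching at least a set limit at 20 µM in the primary screen, cut at about 59% in these data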;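 note: 0% = DMSO wells with substrate and 100% = DMSO wells lacking glucose-6-phosphate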
SENP6 block: SENP6 protease inhibitors, primary screen, biochemical, luminescence, uHTS; Sentrin-specific protease 6 (Homo sapiens), Q9GZR1; Recombinant SENP6 catalytic domain, aminoluciferin luminescence; inhibition, % at 10 µM; 330,000 tested, 1.8% active; AID 2599, 2010;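 active = inhibition above about 50% at the single tested dose, limit read from the data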;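 note: plate controls were DMSO wells with enzyme for no effect and DMSO wells lacking enzyme for full effect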
SENP8 block-2: human SENP8 protease inhibitors, primary screen, biochemical, fluorescence, Nedd8 protein substrate, uHTS. Sentrin-specific protease 8 (Homo sapiens), Q96LD8. recombinant SENP8. inhibition, % at 20 µM. 360,000 tested, 0.64% active. AID 602440, 2012; in the data active = inhibition mostly above about 40%, no sharp cut-off; inactive = mostly below about 27%
Apaf1 inhib: inhibitors of human Apaf-1 apoptosome, primary screen, biochemical, DEVD-Rh110 fluorescence, uHTS. Apoptotic protease-activating factor 1 (Homo sapiens), O14727. reconstituted apoptosome caspase-3 activity. inhibition, % at 20 µM. 330,000 tested, 0.71% active. AID 489030, 2010; active = inhibition of at least 40% at 20 µM;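 note: plate controls were DMSO wells for no effect and DEVD-CHO caspase inhibitor wells for full effect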
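Material: cell-free apoptosome with Apaf-1, procaspase-3 and caspase-9; Buffer or medium: Hepes pH 7.5 with detergent and BSA; Reagent: cytochrome c trigger plus (Z-DEVD)2-Rh110 caspase-3 substrate; Times: compound with Apaf-1, dATP, procaspase-3 30 min, then 50 min reaction, room temperature; Technique: Rh110 fluorescence intensity.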
SENP7 inh: SENP7 protease inhibitors, primary screen, biochemical, luminescence, uHTS | AID 434973, 2010 | Sentrin-specific protease 7 (Homo sapiens), Q9BQF6 | inhibition, % at 5 µM | recombinant SENP7, Z-RLRGG-aminoluciferin luminescence, 40 min | 330,000 tested, 1.5% active;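 active = inhibition above about 50% at the single test dose, limit read from the data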;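 note: plate controls were DMSO with enzyme for no effect and no enzyme buffer wells for full effect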
Target sequence (Q9BQF6 706-1050 limits assumed): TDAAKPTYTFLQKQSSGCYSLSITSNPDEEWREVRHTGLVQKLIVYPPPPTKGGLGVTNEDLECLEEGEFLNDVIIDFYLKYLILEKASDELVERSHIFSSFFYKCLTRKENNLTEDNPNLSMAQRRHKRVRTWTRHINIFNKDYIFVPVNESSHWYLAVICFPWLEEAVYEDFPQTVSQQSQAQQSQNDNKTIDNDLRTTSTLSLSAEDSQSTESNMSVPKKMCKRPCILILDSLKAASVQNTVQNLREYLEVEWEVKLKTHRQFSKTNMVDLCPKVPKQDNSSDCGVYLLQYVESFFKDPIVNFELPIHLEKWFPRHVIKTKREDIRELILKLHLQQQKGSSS
Starred values were filed as active, the others as inactive; i = inactive; / = not tested or not shown.

SMILES	SENP8 block-1	HKDC1 inhibitor	SENP1 FRET inh	NLRP3 yeast inh	PfG6PD inh	SENP6 block	SENP8 block-2	Apaf1 inhib	SENP7 inh
CN(Cc1cnc2nc(N)nc(N)c2n1)c1ccc(C(=O)NC(CCC(=O)O)C(=O)O)cc1 (stereo unspecified)	/	4	-34	/	1	/	i	/	/
CC(C)(C)n1ncc2c(=O)n(CC(=O)N3CCc4ccccc43)cnc21	3	-6	-2	7	-5	0	9	-1	7
CCOC(=O)COc1cccc2c(=O)n(CC(=O)NCc3ccccc3)ccc12	2	-2	1	10	1	-27	-64	-21	-1
COCc1[nH]nc2c1C(c1sccc1C)C(C#N)=C(N)O2 (stereo unspecified)	-3	1	2	21	32	-1	-117	20	-8
CC(=O)N/C(=C\c1cccc([N+](=O)[O-])c1)C(=O)NC1CCCCC1	2	-5	2	9	-6	-4	11	2	8
CN(CC(=O)Nc1ccccc1Cl)CC(=O)Nc1sc2c(c1C(N)=O)CCC2	-1	-1	-5	7	17	-5	-71	17	-5
CC(C(=O)Nc1ccccc1)c1ccc(-c2ccccc2)c(F)c1 (stereo unspecified)	3	-8	1	7	-4	-12	18	6	0
CCOc1ccc(N2C(=O)CC(N(Cc3ccco3)C(=O)CCC(=O)O)C2=O)cc1 (stereo unspecified)	4	-4	-1	1	-10	8	9	-8	1
Cc1cnc(NC(=O)c2cncc(Br)c2)s1	11	6	-1	14	-17	20	-22	11	23
Cc1nc2ccccn2c1-c1csc(Nc2cccc(O)c2)n1	/	-7	-5	/	42	/	-239	/	/
COc1ccc(NC(=O)CSc2nc3sc(C)c(C)c3c(=O)n2Cc2ccco2)cc1	0	3	0	-2	-24	11	18	-10	-4
CC1CC(C)(C)N2C(=O)C3(Nc4ccccc4S3)c3cccc1c32 (stereo unspecified)	-10	-1	-2	34	30	-4	14	22	-6
Cc1ccc(-c2nnnn2-c2ccccc2C(=O)O)cc1	-8	-6	-1	5	-2	2	12	4	-7
Cc1cc(C(=O)N2CCN(S(=O)(=O)c3ccc(C)c(C)c3)CC2)no1	3	-3	2	15	-3	-8	13	4	0
COc1ccc(OC)c(C(=O)/C=C/c2cccnc2)c1	3	0	-1	9	7	-8	-104	8	-5
CCOc1cc(-c2c(C#N)c(=O)[nH]c3c2c(C)nn3-c2ccc(F)cc2)ccc1O	7	4	2	11	-33	0	-275	4	2
CCCCc1nccn1CCn1ccnc1CCCC	-2	-5	-5	-11	-4	-7	5	-8	0
CN(Cc1ccccc1)C(=O)COC(=O)c1ccc(S(=O)(=O)N(C)C)cc1	5	-1	0	-1	-15	-10	9	14	7
CCC(C(=O)OCC(=O)Nc1cc(Cl)ccc1Cl)c1ccccc1 (stereo unspecified)	-4	-5	6	11	14	-7	12	17	-4
O=C(Cn1cnc2c(nnn2Cc2ccccc2)c1=O)c1ccc(Cl)cc1	4	-6	2	11	-1	15	8	2	-3
O=C(Oc1ccc(/C=N/NC(=O)c2ccccn2)cc1)c1cccc(Br)c1	12	-2	3	16	5	7	-2	6	15
CCc1c(O)nc(SCC(=O)N2CCOCC2)n(-c2ccccc2)c1=O	-2	-9	7	-8	6	-5	15	-11	-2
CCN(CC1CCCN(CCc2cccc(F)c2)C1)C(=O)c1cc2ccccc2o1 (stereo unspecified)	7	-2	-10	24	37	11	12	8	4
COc1ccc(N2CCN(C(CNC(=O)C(C)(C)C)c3cccnc3)CC2)cc1 (stereo unspecified)	6	4	1	27	-14	-10	19	-5	0
O=C(Nc1nccs1)c1ccc(N2C(=O)C3CCCCC3C2=O)cc1 (stereo unspecified)	-8	-3	1	5	3	18	10	-12	3

Structures from the list above that contain a halogen, in the order listed:
SMILES	SENP8 block-1	HKDC1 inhibitor	SENP1 FRET inh	NLRP3 yeast inh	PfG6PD inh	SENP6 block	SENP8 block-2	Apaf1 inhib	SENP7 inh
CN(CC(=O)Nc1ccccc1Cl)CC(=O)Nc1sc2c(c1C(N)=O)CCC2	-1	-1	-5	7	17	-5	-71	17	-5
CC(C(=O)Nc1ccccc1)c1ccc(-c2ccccc2)c(F)c1 (stereo unspecified)	3	-8	1	7	-4	-12	18	6	0
Cc1cnc(NC(=O)c2cncc(Br)c2)s1	11	6	-1	14	-17	20	-22	11	23
CCOc1cc(-c2c(C#N)c(=O)[nH]c3c2c(C)nn3-c2ccc(F)cc2)ccc1O	7	4	2	11	-33	0	-275	4	2
CCC(C(=O)OCC(=O)Nc1cc(Cl)ccc1Cl)c1ccccc1 (stereo unspecified)	-4	-5	6	11	14	-7	12	17	-4
O=C(Cn1cnc2c(nnn2Cc2ccccc2)c1=O)c1ccc(Cl)cc1	4	-6	2	11	-1	15	8	2	-3
O=C(Oc1ccc(/C=N/NC(=O)c2ccccn2)cc1)c1cccc(Br)c1	12	-2	3	16	5	7	-2	6	15
CCN(CC1CCCN(CCc2cccc(F)c2)C1)C(=O)c1cc2ccccc2o1 (stereo unspecified)	7	-2	-10	24	37	11	12	8	4
